Bioassay records deposited in PubChem BioAssay by National Center for Advancing Translational Sciences (NCATS).
G9a inh: G9a (human) methyltransferase inhibition | Q96KQ7 | G9a H3K9 monomethylation, AlphaScreen, 2 h | Potency, µM (doses to about 102 µM), without a hit: at the highest dose activity, negative = inhibition, usual class: inhibitors | 8.8% of 350,000 active; note: % is set by controls: 0 for no effect and ±100 for the full control effect; nearly all actives have a fitted effect of over 75% in size
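AlphaScreen read-out: biotin-H3K9 peptide (500 nM) methylation by 20 nM enzyme with 20 uM SAM, 2 h at room temperature after 15 min compound preincubation; anti-monomethyl H3K9 antibody plus donor/acceptor beads, 10 min dark.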
POLI inh: inhibitors of human DNA polymerase iota | Q9UNA4 | Pol iota fluorescent replication assay, 10 min | Potency, µM (doses to about 115 µM), without a hit: top-dose activity, negative = inhibition, usual class: inhibitors | 1% of 390,000 active | AID 588590
Target sequence (Q9UNA4 whole entry, looked up): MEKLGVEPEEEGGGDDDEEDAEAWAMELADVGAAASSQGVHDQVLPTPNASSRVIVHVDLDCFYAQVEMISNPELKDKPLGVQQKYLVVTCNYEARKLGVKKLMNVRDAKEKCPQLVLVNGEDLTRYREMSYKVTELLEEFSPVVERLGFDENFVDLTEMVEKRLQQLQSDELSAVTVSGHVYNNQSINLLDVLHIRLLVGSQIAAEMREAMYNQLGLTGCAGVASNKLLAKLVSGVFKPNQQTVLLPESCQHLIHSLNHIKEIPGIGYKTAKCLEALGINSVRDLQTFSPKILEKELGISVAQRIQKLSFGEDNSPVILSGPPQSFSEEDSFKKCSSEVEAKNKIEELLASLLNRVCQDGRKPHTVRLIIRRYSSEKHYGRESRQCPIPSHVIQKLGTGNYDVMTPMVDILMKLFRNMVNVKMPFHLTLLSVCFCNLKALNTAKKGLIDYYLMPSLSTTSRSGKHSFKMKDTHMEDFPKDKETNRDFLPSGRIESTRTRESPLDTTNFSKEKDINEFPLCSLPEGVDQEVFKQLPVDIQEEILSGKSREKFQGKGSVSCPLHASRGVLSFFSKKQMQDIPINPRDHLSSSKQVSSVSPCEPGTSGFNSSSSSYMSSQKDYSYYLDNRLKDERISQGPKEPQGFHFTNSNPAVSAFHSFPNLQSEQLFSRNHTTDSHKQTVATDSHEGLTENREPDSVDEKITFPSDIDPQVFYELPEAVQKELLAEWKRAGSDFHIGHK
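Pol iota at 10 nM preincubated 15 min with compounds at room temperature; reaction started with fluorescent substrate, 50 nM final. Fluorescence read kinetically at 0 and 10 min; buffer-only wells as negative control.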
Pol beta inh: blocks human DNA polymerase beta activity | P06746 | Pol beta primer extension/strand displacement, fluorescence kinetic | Potency, µM (doses to about 114 µM), for inactives: top-dose activity change, negative = inhibition, most hits filed as inhibitors | 1.3% of 340,000 active | AID 485314; note: % is set by controls: 0 for no effect and ±100 for the full control effect
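Pol beta (10 nM) was preincubated with compound for 15 min at room temperature. The reaction was then started with 50 nM substrate and read immediately and after a further 10 min at room temperature.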
Anesthetic bind: binds horse apoferritin like a general anesthetic; 0.074% of 350,000 active; Potency, µM (doses to about 77.5 µM), without a hit: top-dose activity change, negative = displacement, hits mostly inhibitors; AID 485281; apoferritin/1-aminoanthracene competitive binding, fluorescence; note: % is set by controls: 0 for no effect and ±100 for the full control effect; nearly all actives have a fitted effect of over 20% in size
Target sequence (P02791 2-175 limits assumed): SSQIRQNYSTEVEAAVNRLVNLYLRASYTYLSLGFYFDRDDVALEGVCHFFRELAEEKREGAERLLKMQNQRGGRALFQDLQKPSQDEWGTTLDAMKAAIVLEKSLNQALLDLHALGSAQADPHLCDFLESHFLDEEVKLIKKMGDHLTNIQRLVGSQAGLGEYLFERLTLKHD
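In PBS, apoferritin at 10 uM is loaded with 1-AMA from a 50% saturated solution. After 10 min of compound exposure at ambient temperature, reduced 535 nm fluorescence indicates probe displacement.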
BAZ2B inh: inhibitors of human BAZ2B bromodomain | Q9UIF8 | AlphaScreen BAZ2B-H3K14Ac peptide displacement | Potency, µM (doses to about 114 µM), without a hit: at the highest dose activity change, negative = inhibition, usual class: inhibitors | 4.4% of 360,000 active; note: % is set by controls: 0 for no effect and ±100 for the full control effect; nearly all actives have a fitted effect of over 60% in size
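Protein-peptide AlphaScreen: BAZ2B 50 nM, b-H3K14Ac 50 nM, 1x PBS pH 7.4 + 0.01% Tween-20. Preincubation 30 min RT; cpd 30 min RT (top 110 uM); beads 20 min RT, light-protected.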
APEX1 inh: blocks human APE1 abasic DNA cleavage; P27695; 0.35% of 350,000 active; Potency, µM (top dose mostly 65.8 µM), without a hit: at the top dose activity change, negative = inhibition, usual class: inhibitors; recombinant APE1, TAMRA/BHQ-2 abasic DNA cleavage fluorescence;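 note: plate controls were vehicle for no effect and reference inhibitor for full effect; nearly all actives have a fitted effect of over 55% in size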
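APE1 at 0.75 nM preincubated 15 min at room temperature with compound. Reaction then started with 50 nM double-stranded THF-abasic substrate labelled with TAMRA/BHQ-2, and 525/598 nm fluorescence read kinetically. Activity taken as third-minus-first read difference, normalized to DMSO and NSC13755 controls.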
BLM inh: blocks DNA unwinding by human BLM helicase. P54132. recombinant BLM DNA unwinding, fluorescence dequenching. Potency, µM (titrated, usually from 56.1 µM), inactives show top-dose activity change, negative = inhibition, most hits filed as inhibitors. 0.2% of 350,000 active;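 note: plate controls were vehicle for no effect and no enzyme for full effect; nearly all actives have a fitted effect of over 35% in size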
Pol kappa inh: inhibitors of human DNA polymerase kappa | Q9UBT6 | purified Pol kappa, fluorescent DNA synthesis assay, 10 min | Potency, µM (titrated, usually from 107 µM), for inactives: at the highest dose activity, negative = inhibition, hits mostly inhibitors | 0.53% of 400,000 active; note: % is set by controls: 0 for no effect and ±100 for the full control effect
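Fluorescent qHTS in 1536-well format: enzyme (10 nM) and compound sat 15 min at room temperature before 50 nM substrate (final) was added. Signal taken at 0 and 10 min; no-enzyme buffer wells were negative controls.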
Pol eta inh: DNA polymerase eta (human) inhibition. recombinant Pol eta, fluorescent DNA replication assay. Potency, µM (series often up to 114 µM), for inactives: at the highest dose activity change, negative = inhibition, usual class: inhibitors. 1.2% of 390,000 active. AID 588591; note: % is set by controls: 0 for no effect and ±100 for the full control effect
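Pol eta (10 nM) was preincubated with compounds for 15 min at room temperature, after which fluorescent replication substrate (50 nM final) was added to start the reaction. Fluorescence was read kinetically at 0 and 10 min.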
* hit, by the source's call; ? = inconclusive; nt = no result given; & = joins results of further samples; [ ] = dose if it differs, or a comment. Calls come from the whole dose curve; as a rule, active = well fitted curve in the direction sought with a large enough effect; inconclusive = small, poorly fitted or top-dose-only effect, or another doubt; inactive = no such curve, though single readings can be large; an effect the other way counts as inactive or inconclusive. Potency is the fitted concentration of half-maximal effect. Not all compounds are listed. The share of hits here may be higher or lower than overall.

Every second line gives: Anesthetic bind | APEX1 inh | BLM inh | Pol eta inh | BAZ2B inh | Pol beta inh | Pol kappa inh | G9a inh | POLI inh
CCCCn1c(N)c(N(CC)C(=O)CCc2ccccc2)c(=O)[nH]c1=O
→ -6% | 4% | 1% | 3% | -9% | -24% | -8% | ? | 127%[activator]
COc1cc(OC)cc(C(=O)NCCOc2ccccc2)c1
→ -11% | 8% | -4% | -13% | 9% | 25% | 0% | 5%[59 µM] | 9%
CC1CN(C(=S)SCCN2C(=O)CCC2=O)CC(C)O1 (stereo unspecified)
→ 1% | 3% | -6% | -3% | -39% | -16% | -10% | -4% | 10%
COc1ccccc1NC(=S)N1CCCc2ccccc21
→ -8% | -4% | -8% | -13% | 8% | -1% | -4% | 6% | 147%[activator]
Cc1ccc(S(=O)(=O)c2nnn3c2nc(NC2CCCCC2)c2sccc23)cc1
→ ? | nt | -4% | -11% | -1% | -19% | -11% | -2%[59 µM] | 9%
CCOc1ccc(CNC(=O)CN2C(=O)CSc3ccc(S(=O)(=O)N4CCOCC4)cc32)cc1OC
→ -8%&-1% | 22% | 3%&-4% | -21%&-6% | -11%[57.1 µM] | 32%&5% | -3% | 12% | 25%&6%
CC(=O)c1cccc(NC(=O)CSc2nnc(-c3ccc(S(=O)(=O)N4CCCC4)cc3)o2)c1
→ -12% | -1% | 3% | -5% | 5% | 28% | 0% | 3% | 23%
COc1ccc(C(CNC(=O)c2cccc3cccnc23)N(C)C)cc1 (stereo unspecified)
→ -5% | 21% | -17% | -9% | -8% | 35% | -18% | ? | 75%[activator]
CNS(=O)(=O)c1cccc(C(=O)NCC(C)(C)N2CCCCC2)c1
→ 1% | -2% | 2% | -19% | -1% | 1% | 3% | 14% | 16%
CCN(C(=O)COC(=O)c1cc(S(=O)(=O)N2CCOCC2)c(Cl)cc1Cl)C1CCS(=O)(=O)C1 (stereo unspecified)
→ -7% | -2% | 2% | -1% | -5% | 20% | -6% | 2% | 42%[activator]
CC1CCN(S(=O)(=O)c2cc(C(=O)Nc3ccccn3)ccc2Br)CC1
→ nt | -3% | nt | -24% | -3% | nt | -10% | -22% | 6%
Cc1cc(-c2nnc(CCC(=O)N(C)CCc3ccccc3)o2)no1
→ -7% | 2% | -2% | -17% | -3% | 5% | -2% | 4% | 48%[activator]
COc1cc(CNCCNC(=O)c2nonc2N)ccc1OCc1ccc(Cl)cc1
→ 13µM* | -3% | 18% | -7% | ? | -1% | -1% | -17% | 147%[activator]
COc1ccccc1OC(=O)c1ccc(SC)cc1OC
→ -10% | 1% | -4% | 0% | 20% | 3% | -13% | 15%[59 µM] | 4%
CN(C(=O)CSc1nnc(C2CC2)n1C)C1CCCc2ccccc21 (stereo unspecified)
→ nt | -1% | nt | 2% | 10% | nt | -22% | ? | 28%
O=C(CC1(O)C(=O)N(Cc2ccccc2Cl)c2ccccc21)c1ccco1 (stereo unspecified)
→ -3% | -12% | -3% | -16% | -34% | ? | -11% | 10%[59 µM] | ?
CCOC(=O)c1c(NC(=O)C2CC(Cl)=CCC2C(=O)O)sc2c1CCCCC2 (stereo unspecified)
→ ? | -23% | -5% | -11% | 50µM* | 35µM* | -23% | 45µM* | -1%
O=C(/C=C/c1ccco1)Oc1cc(Br)cc(/C=N/NC(=O)c2ccccc2O)c1
→ -13% | -6% | -8% | 11% | -4% | ? | 0% | -16% | -5%
COc1ccc(/C=C2\SC(=O)N(CCC(=O)N(C)C3CCS(=O)(=O)C3)C2=O)cc1 (stereo unspecified)
→ -14% | 22% | 3% | -1% | 1% | 100% | 0% | 36% | 7%
O=S1(=O)NC(CC2=CCCCC2)C2CCCCC2O1 (stereo unspecified)
→ ? | -4% | -11% | -15% | -9% | 23% | 10% | nt | 27%

Remaining list, next part
Every second line gives: Anesthetic bind | APEX1 inh | BLM inh | Pol eta inh | BAZ2B inh | Pol beta inh | Pol kappa inh | G9a inh | POLI inh
CC1CN(c2ccccc2)C(=O)CS1 (stereo unspecified)
→ 6% | -3% | -8% | 20µM* | ? | 45µM* | -25% | 8%[59 µM] | ?
O=C(O)c1ccccc1S(=O)(=O)CC(=O)N1CCCCC1
→ 7% | 25% | 1% | -22% | -11% | 8% | -4% | -11% | 9%
Cc1nnc(NC(=O)c2ccccc2)s1
→ 3% | nt | 1% | -5% | -2% | 1% | -7% | -5%[59 µM] | 10%
O=C(NCc1ccncc1)c1cc(C(=O)C2CCCCC2)c[nH]1
→ 1% | 15% | -2% | -16% | -1% | 43% | 3% | 18% | 117%[activator]
CCCCC(=O)OCC(=O)c1[nH]c(C)c(C(C)=O)c1C
→ -11% | 9% | -2% | -11% | ? | 0% | -18% | 4% | -24%
CN(Cc1cn(-c2ccccc2)nc1-c1ccc(Cl)cc1)C(=O)CCC(=O)O
→ -1% | 4% | -9% | -17% | 0% | 5% | -8% | -11% | 7%
Cc1cccc(OCCOC(=O)C2CCN(S(=O)(=O)c3cccs3)CC2)c1
→ ? | 14% | -12% | -17% | 3% | -10% | -11% | 55%[activator][59 µM] | 3%
Cc1cccc(N2CCN(C(=O)CC(NC(=O)c3ccccc3)c3ccccc3)CC2C)c1 (stereo unspecified)
→ -1% | -1% | -6% | -25% | ? | -1% | -5% | 7%[59 µM] | 11%
C/C(=N\NC(=S)NC1CCCCC1)c1ccccc1
→ -3% | 9% | -3% | -17% | ? | -10% | -5% | 18%[59 µM] | 5%
O=C1CN(C(=O)c2ccccc2)C(c2ccccc2)c2cc(Cl)ccc2N1 (stereo unspecified)
→ 6% | 0% | -3% | -3% | -36% | 28% | -21% | -4%[2.33 µM] | 15%
Cn1c(=O)[nH]c2cc(-c3noc(-c4cccc(Cl)c4)n3)ccc21
→ -7% | nt | 1% | -2% | 4% | 9% | -4%[60.1 µM] | -7%[59 µM] | 19%
CCSc1ccc([C@@H]2[C@H]3C(=O)N(CC)C(=O)[C@H]3[C@]3(C(=O)OC)CCCCN23)cc1OC
→ nt | 15% | nt | -19% | nt | nt | -7% | nt | -19%
COc1cc2c(cc1OC)C1=C(C#N)CC/C(=N\S(=O)(=O)c3ccccc3)N1CC2
→ -6% | 7% | -9% | -9% | -5% | 27% | 3% | 79µM* | 29%
COCCCNC(=O)c1cnc2sc(N3CCCCC3)nn2c1=O
→ -11% | nt | 1% | -9% | -2% | 7% | 2% | -2%[59 µM] | 15%
CN1CCCN(C(=O)c2cccc3ccccc23)CC1
→ -3% | 4% | 3% | 9% | 6% | 32% | 3% | 18% | 1%
O=C(/C=C/c1ccc2c(c1)OCO2)N1CCN(c2n[nH]c(=O)[nH]c2=O)CC1
→ -11% | 2% | 0% | -10% | -3% | 33%[activator] | -7% | nt | 26%
O=C(NN1C(=O)c2ccccc2NC1c1ccc([N+](=O)[O-])o1)c1ccc([N+](=O)[O-])cc1 (stereo unspecified)
→ -22% | 0% | -5% | -13% | ? | ? | -6% | 20%[59 µM] | 59%[activator]
COc1ccc(S(=O)(=O)Nc2cccc3c2O[C@H](CN(C)CC2CC2)[C@@H](C)CN([C@H](C)CO)C3=O)cc1
→ nt | -8% | nt | -5% | nt | nt | -3% | nt | 14%
Cc1ccc(-n2nnnc2CNC(=O)c2ccccc2S(C)(=O)=O)cc1C
→ 0% | nt | -3% | -10% | 2% | -22% | -5%[60.1 µM] | -9%[59 µM] | -6%
COc1cccc(Nc2nc3ccccc3n3cnnc23)c1
→ -8% | -4% | -9% | -10% | 3% | 15% | -10% | -8% | -11%

Records listed so far marked active in G9a inh:
| molecule | Anesthetic bind | BLM inh | Pol eta inh | BAZ2B inh | Pol beta inh | Pol kappa inh | G9a inh | POLI inh |
| --- | --- | --- | --- | --- | --- | --- | --- | --- |
| CCOC(=O)c1c(NC(=O)C2CC(Cl)=CCC2C(=O)O)sc2c1CCCCC2 (stereo unspecified) | ? | -5% | -11% | 50µM* | 35µM* | -23% | 45µM* | -1% |
| COc1cc2c(cc1OC)C1=C(C#N)CC/C(=N\S(=O)(=O)c3ccccc3)N1CC2 | -6% | -9% | -9% | -5% | 27% | 3% | 79µM* | 29% |

(list continues)
Every second line gives: Anesthetic bind | APEX1 inh | BLM inh | Pol eta inh | BAZ2B inh | Pol beta inh | Pol kappa inh | G9a inh | POLI inh
CSc1ccc(CNC(=O)c2ccc3c(c2)N(C)C(=O)C2CCCCN32)cc1 (stereo unspecified)
→ 6% | nt | -4% | -8% | -21% | ? | 1%[60.1 µM] | -26%[59 µM] | -9%
CC(=O)CSc1nnc(-c2cnccn2)n1-c1ccccc1
→ 4% | -2% | -6% | -18% | -5% | ? | 1% | -35% | 39%[activator]
S=c1[nH]nc(-c2ccccn2)n1/N=C/c1ccccc1
→ -3% | 17% | 4% | -7% | 11µM* | 1% | -6% | ? | 44%[activator]
O=C(Nc1ccc2c(c1)CCC2)c1cccc(F)c1
→ 1% | 22% | -4% | -17% | 5% | 4% | -16% | 17%[59 µM] | 2%
COc1cccc(Cn2c(=O)c(-c3cc(F)cc(F)c3)nc3cnc(N4CCN(C)CC4)nc32)c1
→ nt | -9% | -2% | nt | nt | nt | 0%[60.1 µM] | 3%[0.501 µM] | nt
COc1ccc(CCNC(=O)CCCCCN2C(=O)[C@@H]3Cc4ccccc4CN3C2=O)cc1OC
→ 1% | 8% | -4% | ? | -10% | 13% | -22% | 6% | 46%[activator]
NC(=O)C1CCCN(S(=O)(=O)c2ccc3ccccc3c2)C1 (stereo unspecified)
→ -10% | 5% | -1% | -8% | 1% | 13% | 12% | nt | -5%
NS(=O)(=O)c1ccc(N2C(=O)C3C4CC(C(Br)C4Br)C3C2=O)cc1 (stereo unspecified)
→ ? | 0% | 3% | -16% | -5% | ? | -4% | -8% | -11%
COc1ccc(Cl)cc1C(=O)NNC(=O)C1CCCO1 (stereo unspecified)
→ nt | 2% | nt | -11% | 13% | nt | -11% | ? | -2%
COc1cccc(CN(C)C(=O)CCN=C2NS(=O)(=O)c3ccccc32)c1
→ nt | 49% | nt | -8% | nt | nt | 10% | nt | 39%[activator]
COC(=O)Cn1c(=NC(=O)c2ccc(OC)cc2)sc2cc(OC)ccc21
→ 2% | -3% | -4% | -17% | -3% | 3% | -9% | -7% | -1%
COc1cc(C(=S)N2CCCC2)ccc1OCc1ccc(C)cc1
→ ? | 52%[activator] | -7% | -23% | -36% | 5% | -8% | 32µM* | 26%
